# Screening data deposited in PubChem by several laboratories.
# NPY Y1 blocker = NPY-Y1 (human) receptor antagonism. 1% of 200,000 active. HEK293-CNG Y1 cells, membrane potential fluorescence; NPY at EC95, then isoproterenol. inhibition, % at 3.6 µM;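 active means inhibition above the campaign mean inhibition of all tested compounds plus 3 SD, cut at about 20% in these data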;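 further: 0% = DMSO wells given NPY plus isoproterenol and 100% = isoproterenol alone without NPY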
#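 Assay system: HEK293 cells with Y1 receptor plus CNG channel | Probe or stimulus: NPY (25 nM), isoproterenol (1 µM), Ro 20-1724 (25 µM) | Timing: Compound incubation 1 h at room temperature, readout 45 min post-stimulation | Measured by: Membrane-potential fluorescent dye readout | Benchmarks: High control isoproterenol alone, low control NPY with isoproterenol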
# NPY1 pot ag = human NPY-Y1 potentiation or agonism, primary screen | P25929 | NPY-Y1 expressing cells, potentiator/agonist activation | 0.37% of 220,000 active | activation, % at 3.6 µM; in the data active means activation above about 33%, passing the limit was not always enough;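 further: cells stimulated with NPY at EC10 then isoproterenol at EC100; 0% = low agonist plus stimulus and 100% = saturating agonist plus stimulus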
# S1P4 antag = human S1P4 receptor antagonism; O95977; S1P4-expressing cells, antagonist mode, reporter read-out; inhibition, % at 4.98 µM; 0.26% of 220,000 active; AID 1510; in the data active means inhibition above about 29%;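 further: 0% = wells stimulated with agonist and 100% = vehicle wells without agonist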
# Target sequence (O95977 whole entry, looked up): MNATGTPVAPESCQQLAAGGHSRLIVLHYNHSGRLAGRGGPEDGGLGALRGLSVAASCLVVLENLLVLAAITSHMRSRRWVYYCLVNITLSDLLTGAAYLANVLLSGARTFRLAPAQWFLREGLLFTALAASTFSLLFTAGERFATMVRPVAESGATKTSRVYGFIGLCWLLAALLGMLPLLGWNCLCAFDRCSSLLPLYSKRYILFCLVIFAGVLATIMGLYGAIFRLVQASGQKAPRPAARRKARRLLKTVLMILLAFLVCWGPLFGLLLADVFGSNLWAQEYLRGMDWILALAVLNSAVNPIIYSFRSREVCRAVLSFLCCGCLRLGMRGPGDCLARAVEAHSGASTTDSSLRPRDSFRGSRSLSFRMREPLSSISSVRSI
# BaF3 parental = reduces parental Ba/F3 cell viability, JAK2V617F counter-screen. inhibition, % at 5.6 µM. CellTiter-Glo ATP luminescence. AID 1486. 1.1% of 220,000 active;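 active means inhibition above a per-campaign cutoff, the mean inhibition of all tested compounds plus 3 SD, cut at about 27% in these data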;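 further: 0% = DMSO wells and 100% = JAK Inhibitor I control wells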
# NCF1 inh = p47phox (human) inhibition | p47phox/p22phox peptide binding, fluorescence polarization, 2 h | inhibition, % at 24.7 µM | 0.53% of 220,000 active | AID 1274;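 active means inhibition above about 30%, limit read from the data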;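 further: 0% = p47phox with labelled peptide and 100% = labelled peptide alone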
# Target sequence (P14598 whole entry, looked up): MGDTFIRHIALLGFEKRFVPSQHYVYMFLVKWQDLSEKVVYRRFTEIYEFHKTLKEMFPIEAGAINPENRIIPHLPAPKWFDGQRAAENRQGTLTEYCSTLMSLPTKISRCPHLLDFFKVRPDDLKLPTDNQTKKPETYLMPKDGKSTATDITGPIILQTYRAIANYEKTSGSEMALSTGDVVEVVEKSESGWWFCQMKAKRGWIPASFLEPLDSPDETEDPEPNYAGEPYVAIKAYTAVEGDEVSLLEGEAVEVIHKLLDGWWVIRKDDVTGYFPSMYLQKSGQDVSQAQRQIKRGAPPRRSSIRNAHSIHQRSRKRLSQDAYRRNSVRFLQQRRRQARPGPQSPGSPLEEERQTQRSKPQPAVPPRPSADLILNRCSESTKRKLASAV
# CHOP inhibitor = inhibitors of CHOP induction in ER stress response. CHO-K1 CHOP-promoter luciferase, tunicamycin-induced, 15-18 h. inhibition, % at 10 µM. 3.8% of 220,000 active. AID 2732;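 active means compounds that reduced the stress-induced luciferase reporter signal by more than about 70% of percent inhibition, limit read from the data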;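 further: 0% = tunicamycin plus vehicle and 100% = wells without tunicamycin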
# NPY-Y2 PAM-ag = potentiators or agonists of human neuropeptide Y receptor Y2. P49146. cells expressing NPY-Y2, potentiator/agonist read-out. activation, % at 3.6 µM. 0.45% of 220,000 active. AID 1359; in the data active means activation above about 27%;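 further: cells stimulated with NPY near EC25 plus isoproterenol at EC100; 0% = vehicle plus submaximal agonist and 100% = vehicle plus saturating agonist; some results beyond the cut were filed as inactive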
# S1P4 ag = agonists of human S1P4 receptor | AID 1509 | 0.35% of 220,000 active | activation, % at 4.98 µM | S1P4-expressing cell line, agonist reporter assay; in the data active means activation above about 11%;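 further: 0% = DMSO vehicle and 100% = reference agonist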
# Ba/F3 V617F tox = lowers viability of Ba/F3 cells expressing EpoR and JAK2V617F; ATP luminescence; inhibition, % at 5.6 µM; 1.1% of 220,000 active;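 active means inhibition above the campaign mean plus 3 SD over all tested compounds, cut at about 24% in these data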;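 further: cytokine-independent growth of Ba/F3 cells driven by EpoR plus mutant JAK2; 0% = DMSO-treated cells and 100% = JAK inhibitor I control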
# * marks the source's active call; other numbers are inactive results; . = not tested or not shown. Outcome played no part in choosing rows; any-hit rate near 7.1%.
molecule,NPY Y1 blocker,NPY1 pot ag,S1P4 antag,BaF3 parental,NCF1 inh,CHOP inhibitor,NPY-Y2 PAM-ag,S1P4 ag,Ba/F3 V617F tox
CCc1nnc(NC(=O)COc2ccc([N+](=O)[O-])cc2)s1,3,11,-5,5,-2,0,11,-0.3,5
Cc1ccccc1S(=O)(=O)Cc1ccc(C(=O)N2CCN(c3cccc(C)c3C)CC2)o1,9,-4,-2,4,-28,.,-5,0.2,1
O=S(Cc1cc(Oc2ccccc2)nc(-c2ccccc2)n1)c1ccccc1 (stereo not given),5,-5,-26,7,-11,41,4,1.5,-2
CCOC(=O)n1c(=O)oc2cc(S(=O)(=O)N3CCOCC3)ccc21,-3,-5,2,0,-10,35,11,0.4,-3
COc1ccccc1OCC(=O)OCC(=O)Nc1sccc1C(N)=O,-3,0,-21,9,4,0,-1,0.8,1
COc1cc(/C=C2\CCc3c2nc2ccccc2c3C(=O)O)cc(OC)c1OC,.,2,-15,-1,6,-14,-8,0.9,1
CCOC(=O)c1c(CSC(=N)N)n(C)c2cc(Br)c(OC(C)=O)cc12,.,-20,19,-4,-11,9,-37,1.2,-1
Cc1cccc2nc(-c3cccc(NC(=O)Cc4ccccc4)c3)cn12,2,-7,-1,2,-46,52,2,1.7,-2
Cc1nc(SCC(=O)c2ccc(F)cc2)n[nH]1,3,5,-3,-1,-1,-2,12,-0.8,-2
CC(=O)N1CCn2c3c(c(=O)c4cc(C)ccc42)CCC31 (stereo not given),-1,12,-11,1,-52,-3,7,0.1,-5
Cc1ccc(N(C(=O)C2CCC(=O)N2)C2(C(=O)NC3CCCCC3)CCCCC2)cc1 (stereo not given),1,2,1,8,-14,3,-17,1.2,1
Cc1ccccc1N(CC(=O)NC1CCCC1)C(=O)CS(=O)CC(=O)Nc1ccc2c(c1)OCO2 (stereo not given),0,-4,-3,3,-21,24,-1,0.8,1
CCC(C)NCCCCOc1ccc(C)cc1[N+](=O)[O-] (stereo not given),-2,6,-6,5,-7,28,2,1.3,0
COc1ccccc1NS(=O)(=O)c1cc(Cl)ccc1OC,1,9,-25,4,-6,-6,10,0.6,4
Cc1ccc(C)c(NC(=S)NCCc2ccc(S(N)(=O)=O)cc2)c1,8,13,-7,0,.,.,7,-1.6,-5
O=C(CSc1nc(-c2ccco2)cc(C(F)(F)F)n1)N1CCN(Cc2ccccc2)CC1,8,-20,-14,5,-22,63,-19,-2.1,-1
COCCn1c(=NC(=O)CSCC(=O)NC2CCCCC2)sc2cc(OC)ccc21,-3,14,5,2,5,44,10,-0.1,-1
Cc1nc2ccc(C(=O)NCc3ccc4c(c3)OCO4)cc2s1,2,-8,-9,3,1,-4,4,1.3,2
Cc1nc2ccccc2c2c1C(=O)N(C(C)C)C2=O,1,-18,-22,0,-8,35,16,-2.9,-1
Clc1ccc(Nc2nc(-c3cccs3)cs2)nc1,-14,30,-21,3,-22,99*,20,0.6,1
CCC(C)(C)n1nnnc1C(C(C)C)N(CCN1CCOCC1)Cc1cc2cccc(C)c2[nH]c1=O (stereo not given),7,14,1,5,-16,35,6,1.8,3
O=C(OCCNC(=O)c1cc2ccccc2oc1=O)c1cccnc1,5,4,-2,2,-4,-15,1,0.1,1
O=S(=O)(c1ccccc1)N1C2CCC1CC(O)(c1cccnc1)C2 (stereo not given),-4,-7,1,4,-9,7,4,1.4,-2
C=CCNC(=O)CC(=O)N/N=C/c1cccs1,2,9,-2,4,-8,-9,15,2.7,3
COC(=O)CC1C(=O)NCCN1C(=S)Nc1cccc(C(F)(F)F)c1 (stereo not given),1,-12,-4,8,-1,7,-10,-1.0,0

molecule,NPY Y1 blocker,NPY1 pot ag,S1P4 antag,BaF3 parental,NCF1 inh,CHOP inhibitor,NPY-Y2 PAM-ag,S1P4 ag,Ba/F3 V617F tox
CC1CN(C2CCN(C(=O)COc3ccccc3)CC2)CC(C)O1 (stereo not given),1,-35,-7,4,-8,11,13,-1.7,0
O=C(/C=C/c1ccco1)NC1=NCCS1,-9,13,-5,-1,9,29,-3,-1.8,-2
Cc1noc2ncnc(N3CCCC3)c12,5,15,-12,3,-1,14,8,-0.3,1
CCN(CC)S(=O)(=O)c1cccc(C(=O)N/N=C/c2c(C)nn(-c3ccccc3)c2Cl)c1,4,5,-20,3,-5,37,-1,1.7,-1
CC1=CC(C)(C)[N+](C)(C)c2ccc(C)cc21,3,12,-9,42*,-2,-37,-1,1.3,29*
CCOC(=O)C1CSC(CC(=O)Nc2ccc(OCC)cc2)C(=O)N1 (stereo not given),-1,1,-3,2,-11,0,-6,-1.5,0
Oc1cccc2c(NC(=S)Nc3ccc(SC(F)F)cc3)cccc12,1,-2,-10,10,-11,25,5,1.4,2
CCc1nnc2sc(-c3ccc(NC(=O)c4ccc5c(c4)OCCO5)cc3)nn12,14,-51,4,8,-7,-4,-15,1.0,3
COc1cccc(C(=O)NCCOc2cc(C)cc(C)c2)c1,4,-11,-26,7,-4,24,-17,-0.9,2
COc1ccc(C2CC(=O)C(C(c3ccc(O)cc3)C3C(=O)CC(c4ccc(OC)cc4)CC3=O)C(=O)C2)cc1 (stereo not given),.,-29,5,1,-5,15,-43,0.2,0
COc1ccc(-c2csc(CCn3nc(C)cc3C)n2)cc1,4,19,-12,7,-7,-1,3,-0.9,-6
O=C(Cc1ccccc1)NCc1n[nH]c(=S)n1-c1ccc(Br)cc1,2,20,-23,6,-10,10,-15,1.9,0
COC(=O)C(C)Sc1nc(-c2ccc(OC)cc2)nc2c1c(=O)n(C)c(=O)n2C (stereo not given),6,2,1,-1,.,.,6,2.8,-5
S=c1[nH]nc(-c2cccs2)n1/N=C/c1cn(-c2ccccc2)nc1-c1ccc(Cl)cc1,.,-8,-8,-3,-6,58,2,-0.8,0
CC(=O)c1c(N2CCOCC2)nc2ccc(Cl)cc2c1-c1ccccc1,.,3,-7,-2,-11,-10,-19,-0.5,-1
Cc1nc2sc(C(c3ccc(Cl)cc3)N3CCN(C(=O)c4ccco4)CC3)c(O)n2n1 (stereo not given),5,-3,10,7,-4,18,3,0.4,-4
CCN(CC)CCN1C(=O)C(O)=C(C(=O)c2ccc(C)o2)C1c1ccccn1 (stereo not given),-4,2,-31,2,.,.,-10,3.4,-1
CCOc1ccccc1NC(=O)CN1C(=O)COc2ccc(Cl)cc21,8,1,-2,6,-8,-6,-4,-2.7,3
Cc1c(N(C(=O)Nc2ccccc2)C2=NCC(C)S2)c(=O)n(-c2ccccc2)n1C (stereo not given),0,-9,-11,8,-13,18,-2,1.4,3
Cc1ccc(S(=O)(=O)Nn2c(C)ccc2C)cc1,-4,-42,-17,5,-21,14,0,0.7,1
Cc1ccc(S(=O)(=O)Cc2ccc(C(=O)NCc3cccs3)o2)cc1,1,15,2,3,-9,-5,-14,-2.1,-1
COCCNC(=O)Nc1ccc2nc(C)sc2c1,-4,-17,-18,0,-12,26,23,0.2,-4
OC(COc1ccc2c(c1)OCO2)CN1CCCCC1 (stereo not given),5,-25,-18,13,5,1,-14,0.3,3
Cc1cc(C)cc(COn2ccnc2)c1,8,4,14,8,-8,-25,-4,-0.8,1
CSc1cccc(NC(=S)N2CCC(N(C)C(C)C)CC2)c1,4,-18,-23,4,3,-18,-6,2.9,-3

molecule,NPY Y1 blocker,NPY1 pot ag,S1P4 antag,BaF3 parental,NCF1 inh,CHOP inhibitor,NPY-Y2 PAM-ag,S1P4 ag,Ba/F3 V617F tox
Cc1ccccc1C1NC(c2ccccc2C)C([N+](=O)[O-])C(C)(C)C1[N+](=O)[O-] (stereo not given),.,-7,-12,-7,-12,17,-5,1.5,-2
O=C(c1cccc(Oc2c(Cl)cccc2[N+](=O)[O-])c1)N1CCCCC1,-1,9,1,0,.,21,3,2.1,-1
Cc1ccc(N=C(N)N=C(N)N)c(C)c1,.,7,5,-2,-8,12,-11,2.1,-1
CN(C(=O)CSc1nnc(-c2c[nH]c3ccccc23)o1)C1CCS(=O)(=O)C1 (stereo not given),-3,0,-23,4,0,3,-2,2.2,4
CCC(=O)N1CCNC(=O)C1CC(=O)Nc1ccc(C)c(Cl)c1 (stereo not given),-2,-7,-3,3,-13,28,2,2.4,-4
Cc1ccc(OCC(=O)N/N=C\c2ccc(C)o2)c([N+](=O)[O-])c1,-4,18,-18,2,-3,-5,2,1.1,0
COc1ccc(CCNC(=O)CCCn2nc(C)c([N+](=O)[O-])c2C)cc1OC,8,-9,6,3,3,-9,9,-0.9,1
CCCN(CCC)C(=O)c1ccccc1C(=O)N(CCC)CCC,6,5,-4,5,-11,0,-11,-2.2,-3
N#C/C(=C\c1ccc(Cl)cc1)c1n[nH]c(Cn2cncn2)n1,5,18,-14,2,-3,-19,12,1.7,-5
CN(C)CCNC(NC(=O)c1cccs1)C(Cl)(Cl)Cl (stereo not given),-1,2,-12,11,-4,17,2,-1.3,2
Cc1ccc(-c2ccc(CO)o2)cc1N,9,4,-16,-1,-2,5,7,0.7,-1

# Among those listed so far, 11 contain a Cl atom.
molecule,NPY Y1 blocker,NPY1 pot ag,S1P4 antag,BaF3 parental,NCF1 inh,CHOP inhibitor,NPY-Y2 PAM-ag,S1P4 ag,Ba/F3 V617F tox
COc1ccccc1NS(=O)(=O)c1cc(Cl)ccc1OC,1,9,-25,4,-6,-6,10,0.6,4
Clc1ccc(Nc2nc(-c3cccs3)cs2)nc1,-14,30,-21,3,-22,99*,20,0.6,1
CCN(CC)S(=O)(=O)c1cccc(C(=O)N/N=C/c2c(C)nn(-c3ccccc3)c2Cl)c1,4,5,-20,3,-5,37,-1,1.7,-1
S=c1[nH]nc(-c2cccs2)n1/N=C/c1cn(-c2ccccc2)nc1-c1ccc(Cl)cc1,.,-8,-8,-3,-6,58,2,-0.8,0
CC(=O)c1c(N2CCOCC2)nc2ccc(Cl)cc2c1-c1ccccc1,.,3,-7,-2,-11,-10,-19,-0.5,-1
Cc1nc2sc(C(c3ccc(Cl)cc3)N3CCN(C(=O)c4ccco4)CC3)c(O)n2n1 (stereo not given),5,-3,10,7,-4,18,3,0.4,-4
CCOc1ccccc1NC(=O)CN1C(=O)COc2ccc(Cl)cc21,8,1,-2,6,-8,-6,-4,-2.7,3
O=C(c1cccc(Oc2c(Cl)cccc2[N+](=O)[O-])c1)N1CCCCC1,-1,9,1,0,.,21,3,2.1,-1
CCC(=O)N1CCNC(=O)C1CC(=O)Nc1ccc(C)c(Cl)c1 (stereo not given),-2,-7,-3,3,-13,28,2,2.4,-4
N#C/C(=C\c1ccc(Cl)cc1)c1n[nH]c(Cn2cncn2)n1,5,18,-14,2,-3,-19,12,1.7,-5
CN(C)CCNC(NC(=O)c1cccs1)C(Cl)(Cl)Cl (stereo not given),-1,2,-12,11,-4,17,2,-1.3,2
